Screens deposited in PubChem BioAssay by National Center for Advancing Translational Sciences (NCATS).
EPAC1 agonist: activates human EPAC1 exchange factor | EPAC1 agonist qHTS, biochemical assay; response scale: 100% = response to 6.5 mM cAMP | Potency, µM (titrated, usually from 154 µM), for inactives: top-dose activation, most hits filed as activators | 360,000 compounds, 0.073% hits; note: nearly all actives have a fitted effect of over 60% in size
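Fluorescent GDP-exchange assay: 100 nM EPAC1 with 250 nM Rap1B preloaded with BODIPY-GDP and 50 uM GDP; compounds tested as concentration series, 5 min at room temperature, then read every 5 min for 30 min (ex 480/em 540 nm); normalized to 6.5 mM cAMP.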
EPAC1 antagonist: blocks human EPAC1 exchange factor. Potency, µM (highest dose often 115 µM), inactives show at the highest dose activity change, negative = inhibition, hits mostly inhibitors. EPAC1 GEF assay, Rap1b-BODIPY-GDP exchange fluorescence. 360,000 compounds, 0.14% hits;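 note: plate controls were vehicle for no effect and positive control for full effect; nearly all actives have a fitted effect of over 50% in size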
TDP-43 yeast inh: TDP-43 toxicity inhibition in yeast; Potency, µM (top dose mostly 46.1 µM), for inactives: at the highest dose growth rescue (activation), hits mostly activators; AID 652104; 410,000 compounds, 1.8% hits; TDP-43 expressing yeast growth rescue, BacTiter-Glo, 24 h; note: % of control where 0% means no effect; nearly all actives have a fitted effect of over 50% in size
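Growth rescue of TDP-43-toxic yeast measured as ATP luminescence (BacTiter-Glo). Cells grown to mid-log in raffinose, induced in galactose at OD600=0.02, exposed to compound 24 hr at 30 deg C.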
EPAC2 agonist: agonists of human EPAC2 (RAPGEF4) | Q8WZA2 | EPAC2 activation, biochemical qHTS; response scale: 100% = 6.5 mM cAMP response | Potency, µM (highest dose often 154 µM), for the others: at the top dose activation, actives largely listed as activators | 360,000 compounds, 0.079% hits | AID 720711; note: nearly all actives have a fitted effect of over 50% in size
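Compounds were added across a concentration range to EPAC2 (100 nM), RAP1B-BODIPY-GDP (250 nM) and GDP (50 uM). After 5 min at room temperature, fluorescence was recorded at 5-min intervals for 30 min.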
FUS suppressor: FUS proteinopathy suppression in yeast; Potency, µM (series often up to 76.6 µM), for inactives: at the highest dose growth rescue (activation), hits mostly activators; AID 1347120; S. cerevisiae FUS-expressing, growth rescue, OD600, 24 h; 390,000 compounds, 0.24% hits;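 note: plate controls were DMSO vehicle for no effect and reference control for full effect; nearly all actives have a fitted effect of over 55% in size; some results filed as inactive show a strong effect at the top dose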
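Compound concentration series was pinned onto galactose-induced FUS-expressing yeast seeded at OD 0.005. Plates sat 24hr at 30C; absorbance at 600 nm gave growth. DMSO served as background control.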
PTHR1 ag: activates the human parathyroid hormone receptor PTHR1 | Q03431 | HEK293 GP2 PTHR1 cells, GloSensor cAMP luminescence, 1 h | Potency, µM (series often up to 115 µM), for the others: at the top dose activation, most hits filed as activators | 410,000 compounds, 0.075% hits | AID 743266; note: nearly all actives have a fitted effect of over 55% in size; some results filed as inactive show a strong effect at the top dose; inactives centre near -15; many of its hits are not listed in these tables
Target sequence (Q03431 whole entry, looked up): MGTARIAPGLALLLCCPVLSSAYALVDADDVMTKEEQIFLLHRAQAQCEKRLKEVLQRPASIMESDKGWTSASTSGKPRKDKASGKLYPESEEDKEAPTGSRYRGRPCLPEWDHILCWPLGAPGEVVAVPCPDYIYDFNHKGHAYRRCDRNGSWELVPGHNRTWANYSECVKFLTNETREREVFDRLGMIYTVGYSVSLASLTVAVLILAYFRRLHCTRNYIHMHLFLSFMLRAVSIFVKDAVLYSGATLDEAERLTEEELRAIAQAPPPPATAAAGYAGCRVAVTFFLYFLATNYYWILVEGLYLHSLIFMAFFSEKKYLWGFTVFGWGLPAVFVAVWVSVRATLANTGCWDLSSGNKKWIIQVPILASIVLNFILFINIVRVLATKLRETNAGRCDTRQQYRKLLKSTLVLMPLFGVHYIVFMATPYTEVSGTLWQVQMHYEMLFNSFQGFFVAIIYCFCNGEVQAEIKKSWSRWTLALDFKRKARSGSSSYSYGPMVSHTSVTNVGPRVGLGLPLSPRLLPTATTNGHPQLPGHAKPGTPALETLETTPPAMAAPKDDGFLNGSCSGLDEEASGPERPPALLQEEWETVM
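HEK-293-derived GP2 cells expressing PTHR1 and a GloSensor cAMP reporter, 3,000/well, plated overnight, given luciferin plus IBMX (each 0.5 mM as added) for 1 h at 37 °C, then compound for 1 h at 37 °C. Luminescence was read after 15 min at room temperature.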
EPAC2 antagonist: antagonists of human EPAC2 | 360,000 compounds, 0.18% hits | Potency, µM (titrated, usually from 114 µM), without a hit: top-dose activity, negative = inhibition, most hits filed as inhibitors | EPAC2 GEF exchange of Rap1B-BODIPY-GDP, fluorescence | AID 720708 | Q8WZA2; note: % is set by controls: 0 for no effect and ±100 for the full control effect; nearly all actives have a fitted effect of over 45% in size; many of its hits are not listed in these tables
aSyn yeast inh: rescues yeast growth from alpha-synuclein toxicity | 370,000 compounds, 0.14% hits | Yeast expressing alpha-synuclein, growth rescue, BacTiter-Glo, 24 h | AID 652106 | Potency, µM (titrated, usually from 46.1 µM), for the others: at the top dose growth rescue (activation), actives largely listed as activators; note: % of control where 0% means no effect; nearly all actives have a fitted effect of over 65% in size
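Rescue of yeast growth: cells expressing toxic alpha-synuclein, induced in galactose at OD600 0.02, incubated with compound 24 h at 30 C. ATP luminescence quantified growth; inhibitors of toxicity appear as activators.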
* = called active by the depositor; i = inactive; ? = inconclusive; · = not tested or not shown; & = joins results of further samples; [ ] = dose if it differs, or a comment. Calls come from the whole dose curve; as a rule, active = well fitted curve in the direction sought with a large enough effect; inconclusive = small, poorly fitted or top-dose-only effect, or another doubt; inactive = no such curve, though single readings can be large; an effect the other way counts as inactive or inconclusive. Potency is the fitted concentration of half-maximal effect. This is a subset (hit frequency here may not be typical).

SMILES	EPAC1 agonist	EPAC1 antagonist	TDP-43 yeast inh	EPAC2 agonist	FUS suppressor	PTHR1 ag	EPAC2 antagonist	aSyn yeast inh
Cc1ccc2c(CC(=O)Nc3c(C(=O)c4ccc(F)cc4)oc4ccccc34)coc2c1C	·	·	15%	·	-5%	i	·	1%
COc1ccccc1CNC(=O)COC(=O)c1ccc(Cl)c(N)c1	4%	-21%	-16%	5%	-3%	-7%	1%	1%
CC(=O)N1CC(C)Sc2ccc(S(=O)(=O)N3CCCCC3)cc21 (centres undefined)	-2%	-11%	-7%	3%	2%	20%	-6%	0%
COC(=O)c1[nH]c2c(c1C)C(=O)CCC2	-1%	0%	-4%	6%	-8%	-5%[57.5 µM]	3%	-4%
Cc1ccc(NC(=O)CN2CCN(C(=O)C3CC3)CC2)c(F)c1	-4%	-2%	10%	3%	0%	-21%	4%	-4%
COc1ccc2c(Cl)c(-c3nnco3)sc2c1	-1%	4%	0%	6%	27%	-29%	-2%	14%
CCN(CC)CCCNC(=O)c1ccccc1C	7%	4%	-22%	3%	-1%	-18%	12%	-10%
CCOC(=O)c1ccc(Nc2nc(N3CCOCC3)nc(N3CCOCC3)n2)cc1	18%	0%	-5%	0%	-9%	-10%	-1%	0%
O=C(c1cccc2ccccc12)N1CCN(Cc2ccccc2F)CC1	11%	0%	0%	10%	20%	-24%	-1%	2%
O=C(COc1ccc(-c2ccccc2)cc1)Nc1cccnc1	12%	-13%	22µM*	11%	-5%	-23%	1%	-9%
Cc1ccc(/C(O)=C2/C(=O)C(=O)N(Cc3cccnc3)C2c2ccccn2)cc1 (centres undefined)	5%	-15%	19%	1%	16%	0%	11%	-1%
OC(COc1ccc(CN2CCSCC2)cc1)CN1CCCCC1 (centres undefined)	10%	1%	11%	6%	0%	i	0%	0%
CS(=O)(=O)c1ccc(C(=O)Nc2ccc(S(=O)(=O)N3CCCCC3)cc2)cc1	-1%	5%	16%	-4%	13%	-18%	11%	1%
COc1ccc(N(CC(=O)Nc2c(C)n(C)n(-c3ccccc3)c2=O)S(=O)(=O)c2ccc(F)cc2)cc1	-3%	-22%	-27%	-3%	·	-7%	-10%	-3%
CN(C(=O)c1ccc(NC(=O)Cc2cccc(NC(=O)C3CCCN(C(=O)CCc4ccccc4)C3)c2)cc1)C1CC1 (centres undefined)	9%	?	13%	7%	23%	-18%	-4%	0%
COc1ccc(OC)c(C(=O)COC(=O)c2[nH]c(C)c(C(C)=O)c2C)c1	9%	1%	-3%	-4%	-1%	i	11%	0%
CCCC(=O)N(Cc1cc(=O)[nH]c2ccccc12)c1cccc(C)c1	4%	10%	-3%	10%	35%	i	-1%	-3%
COc1ccc(C(=O)NNC(=O)C23CC4CC(CC(C4)C2)C3)c(OC)c1	8%	-2%	24%	5%	17%	-22%	0%	-5%
COc1ccc(CC(=O)Nc2ccc(S(=O)(=O)NC(C)C)cc2)cc1	9%	-3%	-15%	4%	21%	15%[57.5 µM]	-2%	-2%
Fc1cc(Cl)cc2ccc(-c3ccccc3)nc12	-5%	-9%	?	1%	-28%	2%	-19%	-13%
NC(N)=NS(=O)(=O)c1ccc(NC(=S)NC(=O)Cc2ccc(Cl)cc2)cc1	2%	-11%	13%	13%	-9%	0%	-7%	-8%
CC(C)c1ccc(NC(=O)COC(=O)[C@@H]2CCCN2C(=O)c2cccs2)cc1	3%	-12%	35µM*	3%	?	-33%[inhibitor]	-17%	11%
O=C1CCCCCCC(=O)[C@H](O)C[C@H](c2ccccc2)O1	-13%	-17%	4%	6%	-15%	13%	1%	0%
CC(C)c1ccc(NC(=O)N2CCN(S(=O)(=O)c3ccccc3)CC2)cc1	6%	1%	-7%	6%	26%	-26%	3%	5%
Cc1c(Br)cc(C(=O)N2CCN(CCO)CC2)c(C)c1C	-1%	5%	6%	0%	-4%	-13%[57.5 µM]	1%	-4%

Brought forward from above: six compounds, followed by the next part.
SMILES	EPAC1 agonist	EPAC1 antagonist	TDP-43 yeast inh	EPAC2 agonist	FUS suppressor	PTHR1 ag	EPAC2 antagonist	aSyn yeast inh
Fc1cc(Cl)cc2ccc(-c3ccccc3)nc12	-5%	-9%	?	1%	-28%	2%	-19%	-13%
NC(N)=NS(=O)(=O)c1ccc(NC(=S)NC(=O)Cc2ccc(Cl)cc2)cc1	2%	-11%	13%	13%	-9%	0%	-7%	-8%
CC(C)c1ccc(NC(=O)COC(=O)[C@@H]2CCCN2C(=O)c2cccs2)cc1	3%	-12%	35µM*	3%	?	-33%[inhibitor]	-17%	11%
O=C1CCCCCCC(=O)[C@H](O)C[C@H](c2ccccc2)O1	-13%	-17%	4%	6%	-15%	13%	1%	0%
CC(C)c1ccc(NC(=O)N2CCN(S(=O)(=O)c3ccccc3)CC2)cc1	6%	1%	-7%	6%	26%	-26%	3%	5%
Cc1c(Br)cc(C(=O)N2CCN(CCO)CC2)c(C)c1C	-1%	5%	6%	0%	-4%	-13%[57.5 µM]	1%	-4%
O=C(c1ccc(N2CCCC2=O)cc1)N1CCN(c2ccccc2)CC1	0%	0%	17%	9%	9%	i	-4%	9%
Cc1ccccc1Cn1ccc(NC(=O)c2onc(C)c2Cl)n1	0%	6%	7%	7%	-8%	-10%	3%	2%
COc1ccccc1CN1CC(C(=O)N(C)CCc2ccccn2)CCC1=O (centres undefined)	3%	7%	20%	1%	-15%	i	8%	4%
CC(=O)Nc1cc2c(cc1C(=O)c1ccccc1)OCCO2	-4%	-1%	-12%	-1%	?	-9%[57.5 µM]	2%	-16%
CCCCc1ccc(-c2nc(N)n[nH]2)cc1	-1%	-4%	-61%[inhibitor]	3%	9%	-4%	-6%	-40%[inhibitor]
O=C1C(=O)N(Cc2cccnc2)C(c2ccccn2)/C1=C(/O)c1ccc(F)cc1 (centres undefined)	1%	-11%	3%	-9%	16%	i	-3%	2%
CCCn1c(SCC(=O)N2c3ccccc3Sc3ccccc32)nc2c1c(=O)n(C)c(=O)n2C	11%	14%	-2%	4%	5%	-20%[57.5 µM]	3%	-1%
Cc1ccc(C)c(Oc2ncnc(N)c2[N+](=O)[O-])c1	-1%	3%	?	5%	·	-5%	7%	3%
Cn1c(-c2sccc2OCc2ccccc2)n[nH]c1=S	0%	8%	19%	9%	11%	i	16%	7%
CCN1CCc2c(OCC(=O)Nc3ccccc3)cccc2C1=O	7%	13%	4%	5%	·	-3%	6%	1%
Cc1ccc(-n2c(SCC(=O)c3ccccc3)nc3c([nH]c4ccccc43)c2=O)cc1	·	·	21%	·	-9%	i	·	0%
COc1cc(CNc2ccc3[nH]c(=O)[nH]c3c2)ccc1OCc1ccccc1F	-1%	4%	-1%[1.82 µM]	0%	7%&6%	-7%	-8%	4%
COc1cccc(N2CC34C=CC(O3)C(C(=O)O)C4C2=O)c1 (centres undefined)	5%	-10%	-6%	4%	17%	i	3%	6%
Cc1ccc(NC(=O)CCc2nnc3ccc(N4CCOCC4)nn23)cc1C	0%	2%	1%	9%	7%	13%	-3%	-1%
S=C(NCc1ccco1)NCc1ccccc1Cl	6%	-6%	0%	18%	-2%	i	5%	0%
Cc1cc(C)n(S(=O)(=O)c2ccc(C(C)(C)C)cc2)n1	11%	-11%	-2%	-9%	28%	i	-10%	-3%
CC1CCC(C#N)(N(C)C(=O)CSc2nnc(C3CC3)n2C2CC2)CC1 (centres undefined)	8%	-13%	17%	8%	-7%	i	4%	-6%
COc1cccc(-c2sc3ccccc3c2-c2ccc(OCCN3CCCCC3)cc2)c1	-2%	-23%	-1%	10%	?	i	-14%	-59%[inhibitor]
CCOC(=O)Cc1[nH]nc2c1C(c1ccoc1)C(C#N)=C(N)O2 (centres undefined)	-3%	13%	-7%	-1%	9%	-1%[57.5 µM]	10%	0%
O=C1C(=O)N(CCN2CCOCC2)C(c2ccccc2F)/C1=C(\O)c1ccc(S(=O)(=O)N2CCOCC2)cc1 (centres undefined)	0%	0%	5%	9%	21%	24%	-4%	-7%
CCN(CC)C(=O)C(=O)c1cn(CC(=O)NCC2CCCO2)c2ccccc12 (centres undefined)	7%	-18%	3%[9.22 µM]	17%	9%	5%	-9%	-5%
CCOC(=O)C1CCN(C(=O)COC(=O)c2c(C)c(CC)nc3ccccc23)CC1	0%	7%	?	6%	·	-25%	7%	-20%
Brc1c(CSc2nc3ccccc3s2)nc2ncccn12	2%	-22%	?	14%	·	-6%	0%	?
CCCNC(=O)COC(=O)CCC(=O)c1ccc(F)cc1	4%	12%	-18%	8%	17%	-35%[inhibitor]	-3%	-4%
C=CCOC(=O)C1=C(C)Nc2ncnn2C1c1cc(Br)ccc1F (centres undefined)	-2%	1%	0%	-8%	27%	i	9%	-12%

(cont.)
SMILES	EPAC1 agonist	EPAC1 antagonist	TDP-43 yeast inh	EPAC2 agonist	FUS suppressor	PTHR1 ag	EPAC2 antagonist	aSyn yeast inh
Cc1ccc(C2(C)NC(=O)N(CC(=O)NC(C)c3ccccc3)C2=O)cc1 (centres undefined)	1%	-25%	-20%	6%	14%	-3%	-18%	-2%
O=C(CSc1nccn1-c1ccccc1)Nc1ccc2c(c1)OCO2	4%	-9%	?	5%	-16%	-8%	-11%	0%
CCC(C)C(NC(=O)c1ccc(Cl)cc1Cl)C(=O)O (centres undefined)	-3%	2%	20%	-11%	-8%	i	3%	1%
CN1CCN(S(=O)(=O)c2ccc3c(c2)CC(=O)N3C)CC1	1%	16%	11%	-11%	24%	i	-6%	3%
O=C(NNc1ncnc2c1cnn2-c1ccccc1)c1cccs1	2%	-29%	-1%	-2%	-9%	-10%	-5%	-6%
O=C(NC(=S)Nc1ccc2ncccc2c1)c1ccccc1	3%	-22%	18%	-2%	18%	i	-4%	1%
NC(=O)c1ccc(Oc2ncc(C(F)(F)F)cc2Cl)cc1	15%	-1%	-6%[9.22 µM]	21%	8%	i	-4%	9%
O=C(NCc1ccccn1)C1(C(F)(F)F)C/C(=C\CCO)CCCO1 (centres undefined)	-5%	-8%	-5%	17%	-13%	-11%	-17%	0%
O=C(NCCN1C(=O)S/C(=C\c2ccc(F)cc2)C1=O)C1CCN(S(=O)(=O)c2cccs2)CC1	4%	-5%	3%	6%	20%	-15%	-8%	0%
Cc1ccc(S(=O)(=O)CC(=O)Nc2ccc(F)c(F)c2F)cc1	2%	-17%	-3%[1.82 µM]	1%	-17%	-14%	-3%	2%
Cc1cccc(-n2[nH]c(C)c(C=Nc3ccc4[nH]c(=O)[nH]c4c3)c2=O)c1	1%	14%	13%	-3%	-3%	-12%	0%	-4%
